Compound activity deposited in PubChem by several laboratories.
M18AAP inhibitor: PfM18AAP inhibitors, malaria aminopeptidase, primary screen, biochemical, QFRET, recombinant enzyme. 290,000 compounds, 1.2% hits. inhibition, % at 7.35 µM. H-Glu-NHMec fluorogenic cleavage;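 active = inhibition above the campaign mean inhibition over all tested compounds plus 3 SD, cut at about 28% in these data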;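 note: 0% = plate median of test compound wells and 100% = 2 mM ZnCl2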
MEKK2 WT-MEK5: modulators of MEK5 binding to wildtype MEKK2, primary screen, biochemical, multiplex bead flow cytometry, Alexa488-MEK5. 290,000 compounds, 1.1% hits. Alexa488-MEK5 binding to MEKK2 WT; actives lie on both sides. AID 1531, 2009. Mitogen-activated protein kinase kinase kinase 2 (Homo sapiens), Q9Y2U5. binding response (% of control), % at 10 µM; in the data active = binding response below about 67% or above about 130%
MEKK2mut PB1 HTS: MEK5 binding signal on mutant MEKK2 PB1, primary screen, biochemical, multiplex bead flow cytometry, Alexa488-MEK5; Alexa488-MEK5 binding to MEKK2 mutant; percent response, % at 10 µM; 290,000 compounds, 0.35% hits; AID 1530, 2009; in the data active = percent response above about 24%, passing the limit was not always enough; note: inactives centre near 1; some results filed as inactive read as strong as hits; reference of the scale not given here
NALP1 inh: NALP1 inflammasome inhibitors in reconstituted yeast, colorimetric, S. cerevisiae, triplicate retest | S. cerevisiae NALP1/ASC/caspase-1 growth, X-gal OD620, 72 h | inhibition, % at 10 µM | 280,000 compounds, 0.61% hits | AID 2071, 2009; in the data active = inhibition mostly above about 24%, no sharp cut-off; inactive = mostly below about 32%; note: some compounds called inactive have numbers as strong as hits
GPR7 antagonist: GPR7 receptor antagonists, primary screen, cell-based, fluorescence, single concentration | GPR7-expressing cells, fluorescence antagonist assay | 290,000 compounds, 1.1% hits | inhibition, % at 4.4 µM | Neuropeptides B/W receptor type 1 (Homo sapiens), P48145; in the data active = inhibition above about 16%, passing the limit was not always enough;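 note: cells stimulated with the agonist NPW; 0% = agonist with vehicle and 100% = vehicle without agonist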
Target sequence (P48145 whole entry, looked up): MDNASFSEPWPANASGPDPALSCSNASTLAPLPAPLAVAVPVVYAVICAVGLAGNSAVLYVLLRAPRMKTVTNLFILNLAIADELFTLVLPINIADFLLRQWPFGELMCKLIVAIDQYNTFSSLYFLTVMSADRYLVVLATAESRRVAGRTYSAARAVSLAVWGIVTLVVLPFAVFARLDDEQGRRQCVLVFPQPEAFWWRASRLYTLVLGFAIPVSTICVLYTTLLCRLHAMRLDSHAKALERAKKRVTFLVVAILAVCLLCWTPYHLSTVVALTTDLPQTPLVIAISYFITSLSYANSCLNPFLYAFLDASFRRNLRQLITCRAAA
MEKK3 PB1 HTS: modulators of MEKK3-MEK5 PB1 binding, primary screen, biochemical, wildtype MEKK3, multiplex bead flow cytometry, Alexa488-MEK5. Mitogen-activated protein kinase kinase kinase 3 (Homo sapiens), Q99759. AID 1529, 2009. 290,000 compounds, 1.4% hits. bead-based flow cytometry, Alexa488-MEK5 binding to MEKK3; actives lie on both sides; 0 = blocked by unlabeled MEK5, 100 = vehicle. binding response (% of control), % at 10 µM;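 active = binding response more than 3 SD above or below the average of its plate-row segment, actives on both sides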;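 note: Alexa488 bead fluorescence after subtracting the streptavidin-only scavenger bead signal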
Target sequence (Q99759 whole entry, looked up): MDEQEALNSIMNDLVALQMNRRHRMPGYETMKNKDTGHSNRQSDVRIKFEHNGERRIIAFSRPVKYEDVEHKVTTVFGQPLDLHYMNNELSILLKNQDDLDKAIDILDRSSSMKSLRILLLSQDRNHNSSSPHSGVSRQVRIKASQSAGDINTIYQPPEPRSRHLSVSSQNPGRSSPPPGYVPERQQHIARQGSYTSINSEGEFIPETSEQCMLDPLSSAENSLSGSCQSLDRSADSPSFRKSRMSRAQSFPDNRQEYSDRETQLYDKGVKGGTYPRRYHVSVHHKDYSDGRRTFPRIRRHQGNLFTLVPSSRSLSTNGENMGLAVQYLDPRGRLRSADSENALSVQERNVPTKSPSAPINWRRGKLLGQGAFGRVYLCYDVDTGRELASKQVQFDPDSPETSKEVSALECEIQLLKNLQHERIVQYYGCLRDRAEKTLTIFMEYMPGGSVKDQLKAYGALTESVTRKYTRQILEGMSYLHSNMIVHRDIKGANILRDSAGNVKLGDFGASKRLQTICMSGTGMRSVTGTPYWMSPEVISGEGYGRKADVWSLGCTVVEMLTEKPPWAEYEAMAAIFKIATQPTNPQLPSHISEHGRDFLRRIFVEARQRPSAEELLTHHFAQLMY
DNA FID counter: compounds displacing fluorescent DNA intercalator, primary screen, artefact control for HCV NS3 helicase inhibitor project, biochemical, FID fluorescence | 290,000 compounds, 0.17% hits | AID 1845, 2009 | DNA fluorescent intercalator displacement | inhibition, % at 7.9 µM; in the data active = inhibition above about 37%;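 note: 0% = vehicle and 100% = reference compound; higher means more ethidium bromide displaced from hairpin DNA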
PHOSPHO1 block: PubChem AID 1565; Phosphoethanolamine/phosphocholine phosphatase (Homo sapiens), Q8TCT1; recombinant PHOSPHO1, absorbance phosphatase assay; inhibition, % at 13.3 µM; 290,000 compounds, 1.1% hits; in the data active = inhibition above about 60%
OXTR agonist: human OXTR agonists, primary screen, fluorescence, CHO-OTR cells, Fluo-8 calcium | activation, % at 3 µM | AID 2435, 2010 | Fluo-8 calcium fluorescence; normalized: DMSO 0%, oxytocin 100% | Oxytocin receptor (Homo sapiens), P30559 | 320,000 compounds, 0.32% hits;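 active = activation above the mean of all tested compounds plus 3 SD, cutoff set per screening run, cut at about 20% in these data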;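 note: peak over basal fluorescence ratio from a 100 s FLIPR kinetic read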
* = called active by the depositor; / = not tested or not shown.

SMILES	M18AAP inhibitor	MEKK2 WT-MEK5	MEKK2mut PB1 HTS	NALP1 inh	GPR7 antagonist	MEKK3 PB1 HTS	DNA FID counter	PHOSPHO1 block	OXTR agonist
CC(C)Cc1ccc(C(=O)NCCOc2ccccc2)o1	5.2	104.0	0.0	15.4	-9.2	105.0	-31.3	28.0	-1.0
Cc1nc2ccc(NC(=O)c3cc(S(=O)(=O)N4CCOCC4)ccc3C)cc2s1	4.9	104.0	6.0	-5.0	0.2	104.0	-17.0	1.9	0.1
CSc1ncccc1C(=O)OCc1ccc(COC(=O)c2cccnc2SC)cc1	0.6	98.0	0.0	-0.6	-7.6	105.0	-0.7	13.9	/
Cc1nc2c(N=Nc3ccccc3F)c(N)nn2c(N)c1C#N	-9.4	90.0	-7.0	5.7	-6.1	103.0	3.0	-11.4	-1.4
O=C(O)c1cc(-c2ccco2)nn1-c1cccc(Cl)c1	4.8	91.0	-7.0	-18.4	-6.4	97.0	-16.1	-47.6	0.8
CC1CN(C(=O)C2(C)CC2(Cl)Cl)CC(C)O1 (stereo not given)	-10.9	99.0	0.0	19.1	-9.5	98.0	-6.8	-8.2	0.1
CCOC(=O)c1[nH]c2ccc(OC)cc2c1NC(=O)c1ccc(OC)c(OC)c1	-15.3	93.0	-4.0	33.7	9.7	101.0	-23.0	-10.6	1.2
COC(=O)c1c(NC(=O)C2CC(C)=C(C)CC2C(=O)O)sc2c1CCCCC2 (stereo not given)	-0.1	106.0	1.0	1.6	0.1	100.0	-60.1	12.3	/
Cn1c(SCc2ccc(C(C)(C)C)cc2)nnc1C1COc2ccccc2O1 (stereo not given)	8.4	92.0	-6.0	6.0	-8.0	98.0	-32.7	20.3	-2.3
CCCCC1CCC(C(=O)N(C)CC(=O)Nc2cccc(F)c2)CC1 (stereo not given)	5.6	91.0	0.0	8.0	8.8	92.0	-30.0	41.8	0.1
CCN(CC)C(=O)C1CCCN(Cc2ccccc2C(F)(F)F)C1 (stereo not given)	0.1	101.0	-3.0	11.4	0.3	102.0	8.3	-27.4	0.1
CC(C)(C)OC(=O)CN1C(=O)S/C(=C\c2ccc(-c3cccc(C(=O)O)c3)o2)C1=O	3.6	99.0	4.0	-4.0	1.5	103.0	0.8	8.5	-1.8
Cc1ccc(CNC(=O)C2CCCN(c3nc4ccccc4o3)C2)cc1 (stereo not given)	-0.5	101.0	-2.0	30.4	-1.2	110.0	-7.3	-8.6	-1.7
CN(Cc1cc([N+](=O)[O-])ccc1Cl)C(=O)C[n+]1ccccc1	-8.8	100.0	-3.0	24.5	-0.9	95.0	0.9	46.3	-0.1
COc1cc(OC)c(S(=O)(=O)Nc2ccccc2C(=O)O)cc1S(=O)(=O)Nc1ccccc1C(=O)O	-0.4	112.0	7.0	5.0	-13.8	110.0	-20.9	/	-0.1
CCC(=O)N1CCc2cc(S(=O)(=O)CCC(=O)N(C)c3ccc(OC)cc3OC)ccc21	-1.2	101.0	2.0	9.6	-8.8	101.0	-31.2	29.0	0.6
COc1ccc(N2CCN(c3oc(COc4ccccc4Cl)nc3C#N)CC2)cc1	-9.2	102.0	0.0	/	15.9	100.0	-2.8	-5.8	-1.1
O=C1CN(CC(=O)Nc2ccc(Cl)cc2)CCN1	-0.5	107.0	5.0	1.4	-3.0	109.0	-6.8	1.7	0.7
CCCC(=O)NC(C)c1nc2ccccc2n1CC (stereo not given)	6.4	111.0	5.0	/	-15.6	115.0	-3.7	11.7	-0.7
Cc1cc(C)n2nc(C(=O)Nc3cccnc3)nc2n1	0.4	103.0	6.0	25.3	-2.1	101.0	-2.0	-20.9	-0.2
COc1ccc(CCNC(=O)c2cnn(-c3ccc(C)c(C)c3)c2NC(=O)c2ccco2)cc1OC	-20.5	95.0	-7.0	/	1.9	94.0	-6.1	-12.8	-0.9
CCc1ccc(OC)c(S(=O)(=O)N2CCN(C(=O)c3ccco3)CC2)c1	-1.6	108.0	4.0	11.2	-3.8	106.0	-16.4	/	0.3
CC(Nc1n[nH]c(=O)[nH]c1=O)C(=O)N/N=C/c1cccs1 (stereo not given)	3.0	103.0	11.0	38.9	-7.4	101.0	0.0	-17.0	0.3
COc1ccccc1C(=O)C1CCCN(Cc2cccc3nccnc23)C1 (stereo not given)	-9.8	100.0	-5.0	-1.3	-1.2	120.0	1.1	60.1*	0.7
COc1ccccc1/C=C\C(=O)NCC(=O)N/N=C(\C)Cc1ccccc1	-14.2	95.0	3.0	-11.9	-4.4	100.0	-16.4	19.7	-1.7
COc1ccc(CN2C(=O)c3ccccc3C2=O)cc1C(=O)O	-11.8	99.0	-5.0	15.8	-1.0	99.0	-1.4	/	-0.6
CCOC(=O)c1[nH]c(C)c(C(=O)N2CCOCC2)c1C	-3.8	102.0	0.0	4.6	-0.8	98.0	1.2	-9.2	0.1
COc1ccc(N2C(=O)NC(=O)C2=O)cc1	-4.5	92.0	-1.0	11.5	-10.7	98.0	-0.3	26.9	0.7
O=C(NCc1ccccc1)C(=O)Nc1cccc(C(=O)O)c1	-10.8	103.0	6.0	20.6	0.3	105.0	1.4	50.9	6.7
NC(=O)c1ccccc1N/C=C/C(=O)c1ccc(Cl)cc1	-2.2	100.0	2.0	7.5	3.9	97.0	-10.3	33.4	-1.8
O=C1CC(N2CCC(c3nc4ccccc4o3)CC2)C(=O)N1c1ccc(F)cc1 (stereo not given)	-5.0	91.0	-4.0	-2.1	7.5	89.0	-30.4	20.0	0.4
O=C(Nc1cccnc1N1CCOCC1)c1ccco1	4.7	107.0	5.0	17.7	-8.7	101.0	-1.5	-6.7	0.5
CN1C2C=C3C(C#N)=C(N)C(C#N)(C#N)C(c4ccc(Br)cc4)C3C1CC2 (stereo not given)	7.6	109.0	4.0	17.0	-3.2	100.0	-7.1	-4.2	2.4
CC(c1ccccc1)N1CCn2c(nc3cc(NS(C)(=O)=O)ccc32)C1 (stereo not given)	-1.5	101.0	1.0	2.6	-13.0	99.0	-16.7	34.2	-0.2
CCCC(C)NC(=O)C1CCN(S(=O)(=O)c2ccccc2)CC1 (stereo not given)	-7.9	95.0	-9.0	11.8	-11.6	92.0	-3.8	2.1	0.4
COC(=O)c1sc(=S)n(-c2cc(F)ccc2F)c1N	1.8	95.0	0.0	5.2	-10.8	98.0	6.0	-18.1	6.7
Cc1ccc2cc(CN(CCCO)S(=O)(=O)c3cccc4nsnc34)c(=O)[nH]c2c1C	-7.0	107.0	-1.0	-3.4	2.4	102.0	-25.0	-5.5	3.2
COc1ccc(CC(=O)NNc2ncnc3c2cnn3C)cc1	5.7	92.0	-3.0	17.0	-4.5	91.0	-0.6	-4.0	1.6
CCN1CCN(C(=O)CSc2cc(=O)n(C)c3ccccc23)CC1	-2.6	101.0	4.0	0.1	-16.5	101.0	-2.0	-0.7	0.0
Cc1cccc(N2CCN(C(=O)/C=C/c3cccs3)CC2C)c1 (stereo not given)	4.3	93.0	-3.0	18.2	-1.2	96.0	-18.6	-22.7	-2.1
CCCC(=O)Nc1ccc(Cl)c(NC(=O)c2ccc(Br)o2)c1	3.4	99.0	7.0	7.5	-14.0	99.0	-15.0	-17.0	-1.3
COc1ccc(Cl)cc1NC(=O)CSc1nnc(Cc2cccn2C)n1-c1ccc(F)cc1	3.7	97.0	0.0	23.8	7.7	98.0	-20.9	-25.6	0.3
COc1ccc(CCNC(=O)CN(c2ccccc2)S(C)(=O)=O)cc1OC	-8.9	118.0	5.0	28.3	-10.2	116.0	-7.6	-24.5	-1.2
CCn1c(C)nc2cc(C(=O)NNC(=O)Nc3cccc(Cl)c3)ccc21	30.7*	99.0	2.0	1.6	7.0	106.0	-8.4	-10.1	0.4
CCOC(=O)c1cc(CC)sc1N1C(=O)CC(Sc2ccccc2C(=O)O)C1=O (stereo not given)	-5.8	96.0	0.0	11.4	-5.8	99.0	-34.4	-1.3	-1.6

Only NALP1 inh, for 2 of the compounds above:
mol | NALP1 inh
COc1ccc(CC(=O)NNc2ncnc3c2cnn3C)cc1 | 17.0
O=C1CC(N2CCC(c3nc4ccccc4o3)CC2)C(=O)N1c1ccc(F)cc1 (stereo not given) | -2.1

The results go on.
SMILES	M18AAP inhibitor	MEKK2 WT-MEK5	MEKK2mut PB1 HTS	NALP1 inh	GPR7 antagonist	MEKK3 PB1 HTS	DNA FID counter	PHOSPHO1 block	OXTR agonist
CN1CCN(c2ccc(NC(=O)COc3ccccc3)cc2Cl)CC1	1.6	108.0	2.0	40.7	-1.1	100.0	11.8	/	/
O=C(CCc1nnc(CCCCc2ccccc2)o1)N1CCC(N2CCCC2)CC1	2.9	102.0	-2.0	2.3	9.4	100.0	1.0	39.5	0.0
Cc1cc(C)c2c(CC(=O)N3CCCC3)coc2c1	-0.5	106.0	2.0	13.9	-5.5	109.0	-8.7	13.9	-1.5
O=C1CSC(=S)N1/N=C/c1ccc(Cl)c([N+](=O)[O-])c1	21.8	97.0	-2.0	-10.3	2.0	98.0	-1.9	19.1	-0.3
CC1(C)Cc2c(sc3nc4n(c(=N)c23)CCC4)CO1	1.4	101.0	3.0	-3.3	6.7	98.0	2.5	-17.0	0.3
CC(=O)c1cccc(NC(=O)COC(=O)COc2ccc(Cl)cc2)c1	-0.6	104.0	-1.0	-4.7	-5.4	103.0	1.2	21.4	2.0
CCNC(=O)CN1C(=O)NC2(CCCCCC2)C1=O	6.9	99.0	2.0	4.1	-8.8	104.0	0.7	6.1	0.5
CN(Cc1ccccc1)C(=O)c1nc2ccccn2c1CN1CCCC1c1nccs1 (stereo not given)	-5.7	105.0	0.0	6.8	6.4	101.0	-34.6	14.0	-0.7
COCC1=C(C(=O)OC)C(c2cccs2)n2ncnc2N1 (stereo not given)	4.8	98.0	-6.0	-66.1	-10.9	97.0	0.0	23.7	-0.1
CSc1ccccc1NC(=O)c1cc2ncc(Br)cn2n1	-10.7	106.0	1.0	-13.7	7.3	101.0	-4.4	37.0	-2.1
Cc1ccn(C(=O)c2cc3c(C)nn(-c4ccccc4)c3s2)n1	-3.5	97.0	4.0	2.3	1.9	100.0	-9.2	8.0	0.0
CCOc1cc(C2C(C(=O)N3CCOCC3)=C(C)NC3=C2C(=O)CCC3)ccc1O (stereo not given)	6.7	109.0	7.0	13.5	-3.6	115.0	-2.1	8.5	0.7
CC(C)CN1C(=O)C(=O)N(CC(=O)NC2CCCc3ccccc32)C1=O (stereo not given)	1.1	95.0	-2.0	-4.3	-5.0	98.0	-7.2	-2.1	-0.1
COC(=O)c1sccc1-n1cccc1C(=O)N1CCOCC1	-8.1	94.0	-16.0	8.8	-8.7	91.0	0.6	11.5	0.8
Nc1cccc(C(=O)O)c1	-1.4	99.0	3.0	13.8	-7.6	104.0	-0.6	15.8	-0.7

As entered above.
Cc1ccn(C(=O)c2cc3c(C)nn(-c4ccccc4)c3s2)n1 in OXTR agonist is entered as 0.0
O=C1CSC(=S)N1/N=C/c1ccc(Cl)c([N+](=O)[O-])c1 in MEKK3 PB1 HTS is entered as 98.0
COCC1=C(C(=O)OC)C(c2cccs2)n2ncnc2N1 (stereo not given) in GPR7 antagonist is entered as -10.9
CC1(C)Cc2c(sc3nc4n(c(=N)c23)CCC4)CO1 in OXTR agonist is entered as 0.3
